# bCat nuc transl: modulators of beta-catenin nuclear translocation, primary screen, imaging, HeLa cells, immunofluorescence, high-content. nuclear translocation activity, % at 5 µM. 0.3% of 190,000 active;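 active means nuclear translocation activity above 50% at 5 µM, with a well cell count of 50 or more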;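 further: per-cell ratio of nuclear to cytoplasmic median beta-catenin stain intensity; plate controls were DMSO negative control for no effect and GSK-3 inhibitor IX positive control for full effect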
#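 Signal – beta-catenin immunofluorescence imaging with DAPI · Test system – human HeLa cell line · Dosing – 5 µM primary single dose, 0.1% DMSO, 0.02–20 µM confirmation series · Measure – % activation, nuclear-to-cytoplasmic median beta-catenin signal ratio per cell · Incubation – 24 h compound exposure at 37°C, 5% CO2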
# Autophagy mod: autophagy modulators in MEF cells, primary screen, imaging, high-content, MEF GFP-LC3; MEF GFP-LC3 puncta imaging; test concentration mostly 10 µM; calls only at 10 µM (by protocol); 0.98% of 190,000 active;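 active means percentage of spot-positive cells more than 3 SD above its plate mean, without a fluorescence outlier flag or 80% toxicity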;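 further: spot-positive cell cutoff set from DMSO-treated cells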
# CSM14.1 death rescue: rescue of cells from ER stress-induced death, primary screen, 384-well, CSM14.1, thapsigargin, ATP luminescence (AID 1222). CSM14.1 thapsigargin-induced death rescue, ATP luminescence; higher % means a stronger effect. cellular ATP content (survival), % at 20 µM; hits with a dose series show EC50 in µM. 190,000 tested, under 10 active;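 active means EC50 below 50 µM in the dose-response confirmation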;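 further: death triggered by thapsigargin at about 15 µM added after 2 h compound pretreatment; cell ATP read after overnight thapsigargin exposure of roughly 18 to 22 hours; normalized against plate controls of thapsigargin alone and 5% DMSO vehicle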
# XIAP antagonists: XIAP antagonists, biochemical, IAP family, fluorescence polarization (AID 1018). E3 ubiquitin-protein ligase XIAP (Homo sapiens). XIAP BIR domain, fluorescence polarization peptide displacement; higher % means a stronger effect. displacement, % at 20 µM, or IC50 in µM where a hit was titrated. 0.007% of 200,000 active; in the data active means displacement above about 50%; further: a part of the inactive calls stands beside numbers as strong as those of hits
# Dynein cargo inh: inhibitors of GR-EGFP nuclear translocation, primary screen, dynein cargo transport inhibitor project, imaging, high-content, 3617.4 mouse cells; 0.47% of 220,000 active; z-score, hits read low; test concentration mostly 20 µM; stimulated with dexamethasone, 1 µM; stronger effect = lower value;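 active means plate z-score of nuclear minus cytoplasmic receptor signal below a set negative limit, without overly bright fluorescence or cell loss, cut at about -3.5 in these data, passing the limit was not always enough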;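 further: z-score of nuclear minus cytoplasmic ring GR-EGFP intensity difference per well; some compounds called inactive have numbers as strong as hits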
#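 Also added – dexamethasone, 1.0 µM final · Buffer or medium – tet-free, stripped-serum medium · Schedule – induction 48 h, compound 1 h, agonist 30 min · Detection – formaldehyde fixation, Hoechst nuclear stain, 10x automated fluorescence imaging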
# MT stabilize HCS: microtubule stabilizers in HeLa cells, primary screen, imaging, high-content imaging; HeLa tubulin immunostaining HCS, 24 h; share of cells brighter than vehicle mean+2SD; 0.83% of 200,000 active; % tubulin-high responders, % at 10 µM;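 active means plate Z-score above 3 for both tubulin-high and condensed-nucleus cell shares, with cell loss under 80%, at 10 µM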;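 further: anti alpha tubulin signal scored within the nucleus-defined area of each cell; some results filed as inactive read as strong as hits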
# Insulin prom up: insulin promoter activators in MIN6 cells, imaging, high-content screening, mouse beta cells; MIN6 insulin promoter-GFP reporter; stronger effect = higher value; z-score at 5 µM; 0.3% of 190,000 active; AID 1625, 2009;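 active means z-score above 3 at 5 µM with at least 500 cells counted in the well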
# WT yeast gro inh: growth inhibition of WT strain, primary screen, mitochondrial fusion inhibitor project, WT and mutant strains, chemical genetic; mitochondrial fusion phenotypic screen; inhibition, % at 10 µM; 2.1% of 190,000 active; AID 1362, 2008; in the data active means inhibition above about 58%; tested in S. cerevisiae
# Hep lipid drop: inhibitors of hepatocyte lipid droplet formation, primary screen, imaging, high-throughput imaging, BODIPY stain; AML12 mouse hepatocytes, oleate lipid droplets; inhibition, % at 6.5 µM; 0.4% of 240,000 active; AID 1656, 2009;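 active means lipid droplet intensity inhibited by at least 50%, with more than 500 cells counted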
#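 material = mouse AML12 hepatocyte cell line, fixed after treatment | also added = 100 µM oleic acid challenge | doses = compound at 6.5 µM only | schedule = overnight exposure | technique = Image-based BODIPY and DAPI two-channel analysis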
# WT yeast gro inh mutant strain: recorded beside WT yeast gro inh, whose call it bears; inhibition, %; mitochondrial fusion phenotypic screen, mutant strain inhibition
# Dynein cargo inh cytoplasmic EGFP: also measured in Dynein cargo inh; calls as there; z-score; measured here: cytoplasmic GR-EGFP intensity; stronger effect = higher value
# Dynein cargo inh nuclear GR-EGFP: also measured in Dynein cargo inh; calls as there; z-score; measured here: nuclear GR-EGFP intensity;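 lower value marks the stronger effect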
# Dynein cargo inh cell count: also measured in Dynein cargo inh; calls as there; z-score; measured here: cell count per field
# Insulin prom up cell count: also measured in Insulin prom up; calls as there; cell count; measured here: cytotoxicity, nuclei count;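 total cells summed across four imaged fields per well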
# Hep lipid drop cells 6.5 µM: second read-out of Hep lipid drop, no call of its own (marks repeat the call); cell count; measured here: cell count, cytotoxicity flag;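 cells counted across two imaged fields per well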
# bCat nuc transl cell count 5 µM: recorded beside bCat nuc transl, whose call it bears; cell count; measured here: cell count, cytotoxicity flag
# MT stabilize HCS Hoechst-high %: second read-out of MT stabilize HCS, no call of its own (marks repeat the call); % Hoechst-high responders; measured here: nuclear condensation Hoechst responders;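 share of cells brighter than vehicle mean plus two SD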
# MT stabilize HCS cytotoxicity %: recorded beside MT stabilize HCS, whose call it bears; toxicity, %; measured here: cytotoxicity by cell density;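 0% = mean cell density of plate MIN control wells and 100% = no cells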
# Autophagy mod cell loss 18 h: second read-out of Autophagy mod, no call of its own (marks repeat the call); toxicity, %; measured here: cell loss, nuclei count;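 cell loss after 18 h compound exposure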
# The depositor's hits bear a star; i = inactive; · = no result given; + = active, no number.
SMILES,bCat nuc transl,bCat nuc transl cell count 5 µM,Autophagy mod,Autophagy mod cell loss 18 h,CSM14.1 death rescue,XIAP antagonists,Dynein cargo inh,Dynein cargo inh cytoplasmic EGFP,Dynein cargo inh nuclear GR-EGFP,Dynein cargo inh cell count,MT stabilize HCS,MT stabilize HCS Hoechst-high %,MT stabilize HCS cytotoxicity %,Insulin prom up,Insulin prom up cell count,WT yeast gro inh,WT yeast gro inh mutant strain,Hep lipid drop,Hep lipid drop cells 6.5 µM
Cc1nc(Cl)c2c(n1)NC1=C(O2)C(=O)CCC1,-3.0,479,i,-7,0.5%,-4.9%,0.07,-0.27,-0.22,0.32,4.5,1.7,0.0,-4.1,588,9,-4,21,660
CCOC(=O)c1cnc(-n2nc(C)cc2C)nc1NNc1cc(C)nc(-c2ccccc2)n1,-1.0,929,i,31,0.9%,-1.8%,-0.48,-0.31,-0.33,0.31,2.3,1.3,4.4,-2.4,500,62*,-11*,-11,591
Fc1ccc(N2CCN(c3ncnc4c3nnn4Cc3ccccc3Cl)CC2)cc1,·,·,i,4,·,·,0.11,0.072,0.44,-0.18,2.0,2.7,0.0,·,·,53,14,·,·
C/C(=N\NC(=O)CC(C)C)c1c(C(F)(F)F)[nH]n(-c2nc3ccccc3s2)c1=O,1.4,1340,·,·,·,·,3.3,-0.061,1.4,-2.5,·,·,·,0.17,1071,·,·,0,662
CCOC(=O)c1c(CN2CCN(CCO)CC2)n(C)c2cc(Br)c(OC)cc12,1.0,1415,i,2,0.0%,-11%,-0.066,0.24,0.32,-0.58,3.4,3.8,3.7,-2.3,1064,12,5,·,·
O=[N+]([O-])c1ccc(N2CCN(c3ccccc3O)CC2)c(Cl)c1,1.6,906,i,5,-1.1%,-4.8%,-0.62,1.7,-0.37,0.47,2.9,2.3,3.9,-0.16,1241,5,6,-2,499
CCn1c(CNC(=O)Cc2ccc(OC)cc2)nnc1SCCOc1ccccc1,·,·,i,-3,7.0%,-2.8%,2.4,-0.16,1.3,-0.94,3.5,1.0,0.0,-0.34,958,-9,10,·,·
CC1CCCC(NC(=O)C2CCN(S(=O)(=O)N3CCCCC3)CC2)C1C (stereo not drawn),0.1,1158,i,6,1.3%,-3.3%,-0.47,-0.25,0.43,0.23,4.0,1.7,6.1,-0.39,1211,10,7,-6,688
S=C(NCc1ccc2c(c1)OCO2)NCc1ccco1,1.0,957,i,-4,-2.2%,-8.7%,0.19,-0.29,0.9,0.16,2.1,2.0,3.6,1.1,1570,15,6,-2,716
Cc1cc(C(=O)CN2C(=O)NC3(CCCc4ccccc43)C2=O)c(C)n1Cc1ccccc1 (stereo not drawn),-7.4,1209,i,-5,-0.3%,-4.0%,0.025,-0.13,0.19,0.1,3.5,2.1,8.6,0.01,754,16,-1,13,780
COC(=O)c1ccc(COC(=O)c2ccccc2OC)cc1,-1.7,1095,i,5,1.2%,-5.6%,2.2,-0.041,1.2,-1.2,1.7,2.6,6.9,1.1,1687,-24,-13,1,694
CCOC(=O)c1sc(NC(=O)COC(=O)Cn2cnc3ccccc32)c(C(=O)OCC)c1C,0.6,1019,i,13,2.9%,-4.3%,-0.24,-0.23,0.48,-0.17,3.2,1.5,10,-1.7,979,9,-17,-8,683
CCN(CC)C(=S)SCC(=O)Nc1ncc2c(n1)CC(C)(C)CC2=O,0.0,1269,·,·,·,·,-0.68,-0.25,-0.38,0.6,·,·,·,-0.34,1101,·,·,-8,692
Cc1cccnc1NC(=O)Cn1nc(-c2ccccc2)oc1=S,-2.0,514,i,-12,-10%,-4.9%,-1.1,0.49,-0.75,0.57,1.7,3.3,8.9,0.04,1221,-3,4,1,707
Cc1ccnc(NS(=O)(=O)c2ccc(NC(=O)c3cncc(Br)c3)cc2)n1,·,·,i,21,2.6%,-9.2%,-0.65,-0.25,-0.36,1.4,4.1,3.0,4.5,0.46,1519,-1,4,-9,654
FC(F)(F)C1=CC(c2ccc(Cl)cc2)=NCCN1,-1.0,817,i,0,-1.2%,-4.1%,1.4,-0.041,0.69,-0.93,3.5,1.9,3.3,-0.12,1374,-23,2,·,·
CN(C)CC#CCCCCCCC#CCN(C)C,·,·,i,23,1.5%,-0.3%,-0.42,-0.24,-0.06,2,2.4,1.2,15,-0.1,829,-2,0,-11,778
COC(=O)CSc1nc2cc(OC)ccc2n1C,5.2,1066,·,·,·,·,-0.26,-0.29,-0.22,0.33,·,·,·,-0.07,1434,·,·,11,692
CCOCCCNC(=O)C(NC(=O)CNC(=O)c1ccccc1)c1ccc(C)cc1 (stereo not drawn),0.5,1184,i,6,-4.4%,-21%,-0.21,-0.28,-0.15,0.87,1.4,1.2,6.7,-0.29,894,9,3,8,751
CCn1cc(Cl)c(C(=O)Nc2ccc3c(c2)OCCO3)n1,-0.4,1109,i,10,-1.2%,-1.0%,-0.4,-0.24,-0.37,0.43,3.1,1.9,8.1,0.82,1283,0,11,2,706
CCc1ccc(NC(=S)N(CCCN2CCOCC2)Cc2ccco2)cc1,-0.9,1077,i,5,-0.5%,-4.8%,-0.98,-0.032,-0.091,1,6.9,2.0,3.8,-0.26,1213,4,27,11,661
CC(=O)N1CCC(C(=O)Nc2nc(-c3ccccc3)ns2)CC1,-3.1,1187,i,0,-2.9%,-2.8%,0.55,-0.26,0.96,0.24,3.9,2.3,26,-0.25,1104,-12,-3,0,697
O=C(Nc1ccc(-c2cn3ccsc3n2)cc1)C1COc2ccccc2O1 (stereo not drawn),-3.7,976,i,33,3.4%,-1.5%,-0.94,-0.2,-0.34,0.64,1.8,1.3,7.6,-0.5,1344,22,14,·,·
CN1C(=O)c2ccc(N(C)C)cc2C1=O,-2.3,1201,i,3,-1.4%,-2.7%,1.4,-0.25,0.56,-0.097,4.1,2.0,2.2,0.22,1161,8,4,-5,708
C=CCSc1nnc(-c2c[nH]c3ccccc23)n1CC,·,·,i,-3,2.0%,-1.7%,-0.52,-0.24,-0.13,0.45,2.5,4.0,8.7,-0.45,944,-16,0,·,·

# Next section, overlapping the part above by three compounds.
SMILES,bCat nuc transl,bCat nuc transl cell count 5 µM,Autophagy mod,Autophagy mod cell loss 18 h,CSM14.1 death rescue,XIAP antagonists,Dynein cargo inh,Dynein cargo inh cytoplasmic EGFP,Dynein cargo inh nuclear GR-EGFP,Dynein cargo inh cell count,MT stabilize HCS,MT stabilize HCS Hoechst-high %,MT stabilize HCS cytotoxicity %,Insulin prom up,Insulin prom up cell count,WT yeast gro inh,WT yeast gro inh mutant strain,Hep lipid drop,Hep lipid drop cells 6.5 µM
O=C(Nc1ccc(-c2cn3ccsc3n2)cc1)C1COc2ccccc2O1 (stereo not drawn),-3.7,976,i,33,3.4%,-1.5%,-0.94,-0.2,-0.34,0.64,1.8,1.3,7.6,-0.5,1344,22,14,·,·
CN1C(=O)c2ccc(N(C)C)cc2C1=O,-2.3,1201,i,3,-1.4%,-2.7%,1.4,-0.25,0.56,-0.097,4.1,2.0,2.2,0.22,1161,8,4,-5,708
C=CCSc1nnc(-c2c[nH]c3ccccc23)n1CC,·,·,i,-3,2.0%,-1.7%,-0.52,-0.24,-0.13,0.45,2.5,4.0,8.7,-0.45,944,-16,0,·,·
O=c1c2ccccc2nc2c3ccccc3c(NCCN3CCOCC3)nn12,-0.1,994,+,14*,-2.1%,20%,0.37,-0.36,0.22,0.66,2.1,1.7,14,·,·,-4,3,-3,607
Cc1ccc(C(=O)NCCNS(C)(=O)=O)cc1,-2.9,1096,i,11,-1.9%,-7.3%,1.1,-0.22,0.14,0.37,3.6,1.9,12,1.7,1077,-5,-16,-8,690
CCCCCCN1CC(O)=C(c2nc3ccccc3[nH]2)C1=N,0.5,1093,i,-4,-2.5%,0.2%,-0.11,-0.21,0.21,0.19,2.3,2.6,1.6,-0.53,1264,-10,-6,·,·
CC(CNC(=O)C1CCCCC1)NC(=O)C1CCCCC1 (stereo not drawn),-1.6,649,i,-2,-0.7%,-3.8%,0.89,0.084,0.29,0.21,4.7,2.6,1.9,0.13,970,2,-1,·,·
COC(=O)CSC1=NS(=O)(=O)c2ccccc21,1.5,909,i,-16,·,-24%,0.18,-0.25,0.15,0.57,3.6,3.0,0.2,1,1092,10,5,-3,673
CCn1c(O)c(N=NC(=O)c2cccc(S(=O)(=O)N3CCCCC3)c2)c2ccccc21,1.2,1074,i,3,-0.5%,-4.3%,0.72,-0.22,0.61,-0.31,2.9,1.4,1.2,-0.52,1294,24,5,-6,692
O=c1c2cc(N3CCOCC3)ccc2[nH]c(=S)n1Cc1cccc(Cl)c1,·,·,i,4,2.6%,-4.8%,-0.17,-0.22,-0.85,0.93,2.3,2.4,2.8,·,·,17,7,·,·
COc1ccc(CNC(=O)[C@H](C)NC(=O)C2CCN(S(=O)(=O)c3ccc(C)cc3)CC2)cc1,-4.1,1175,i,1,-1.0%,-13%,-0.51,-0.37,-0.34,-0.013,3.0,1.9,11,·,·,-27,-4,-10,777
Cc1cccc(NC(=O)COc2ccccc2)c1,-1.6,1209,i,-13,1.4%,-7.3%,0.5,-0.29,0.48,-0.66,2.0,2.2,20,-0.35,1307,-9,-20,23,782
